Tau FP inhib = blocks human tau fibril formation measured by polarization; P10636; K18 P301L tau heparin fibrillization, Alexa594 FP, 6 h; 280,000 tested, 0.39% active; Potency, µM (highest dose often 57.7 µM), without a hit: at the highest dose activity, negative = inhibition, most hits filed as inhibitors; note: potency is the fitted concentration of half-maximal effect; % is set by controls: 0 for no effect and ±100 for the full control effect; nearly all actives have a fitted effect of over 55% in size
Target sequence (P10636 561-689 P618L limits assumed): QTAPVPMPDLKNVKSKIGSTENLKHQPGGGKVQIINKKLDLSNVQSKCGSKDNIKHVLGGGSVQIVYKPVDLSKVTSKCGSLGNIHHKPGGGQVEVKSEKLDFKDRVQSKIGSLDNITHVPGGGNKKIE
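Heparin (20 uM) drove fibril formation of recombinant tau K18 P301L, 15 uM unlabeled with 0.24 uM Alexa 594 label, for 6 hr at 37 C in 100 mM sodium acetate pH 7. Fluorescence polarization (555/632 nm) read 1 hr after 30 uM ThT.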
CBFb RUNX1 block = blocks binding between human CBF-beta and RUNX1 | Q01196+Q13951 | 230,000 tested, under 10 active | AlphaScreen CBFb-His/RUNX1-biotin binding, biochemical | Potency, µM (titrated, usually from 59.8 µM), for inactives: at the highest dose activity, negative = inhibition, hits mostly inhibitors; note: % of control where 0% means no effect
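CBFb-His/RUNX1-biotin, 30 nM each, preincubated 20 min RT; compound 15 min RT; Ni + streptavidin beads 50 ng each, 90 min RT; AlphaScreen read.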
TRb SRC2 PPI = disrupts binding of human TR beta to SRC2; P10828; TRbeta-SRC2 peptide binding, fluorescence polarization; receptor liganded with 1 µM T3; Potency, µM (series often up to 106 µM), for inactives: at the top dose activity change, negative = inhibition, usual class: inhibitors; 280,000 tested, 0.065% active; AID 1469;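 note: potency is the fitted concentration of half-maximal effect; plate controls were bound peptide for no effect and peptide without receptor for full effect; nearly all actives have a fitted effect of over 50% in size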
Target sequence (P10828 whole entry, looked up): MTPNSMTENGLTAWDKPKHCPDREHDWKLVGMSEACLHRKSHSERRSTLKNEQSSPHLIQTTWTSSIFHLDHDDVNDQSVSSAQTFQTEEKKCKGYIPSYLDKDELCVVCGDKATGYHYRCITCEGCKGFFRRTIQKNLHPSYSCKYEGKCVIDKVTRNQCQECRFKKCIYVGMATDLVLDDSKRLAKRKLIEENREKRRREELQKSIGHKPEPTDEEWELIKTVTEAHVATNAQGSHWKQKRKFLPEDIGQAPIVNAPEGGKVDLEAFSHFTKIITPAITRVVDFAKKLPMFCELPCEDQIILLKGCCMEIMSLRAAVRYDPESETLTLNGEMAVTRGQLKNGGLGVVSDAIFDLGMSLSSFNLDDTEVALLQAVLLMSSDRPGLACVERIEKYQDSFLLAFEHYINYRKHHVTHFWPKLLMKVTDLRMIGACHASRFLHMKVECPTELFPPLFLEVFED
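Binding of a 20-amino-acid Texas Red SRC2 peptide (20 nM) to TRb ligand-binding domain (0.6 uM) with agonist T3 at 1 uM was followed by fluorescence polarization after a 5 hr room-temperature incubation.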
Epigenetic derep = regulators of epigenetic silencing causing reporter derepression in mouse cells | 280,000 tested, 0.2% active | AID 1865 | Potency, µM (titrated, usually from 53.9 µM), without a hit: at the highest dose GFP activation, usual class: activators | murine LDR cells, GFP reporter derepression, 30 h; note: potency is the fitted concentration of half-maximal effect; % of control where 0% means no effect; nearly all actives have a fitted effect of over 60% in size
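Derepression of a silenced CMV-GFP reporter in murine LDR cells is scored by enumerating GFP-positive cells with a laser-scanning microplate cytometer after 30 hours of treatment at 37 C.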
NPSR antag = neuropeptide S receptor (human) antagonism, cAMP | CHO-NPSR cells, cAMP TR-FRET, antagonist mode | Potency, µM (highest dose often 38.3 µM), inactives show top-dose activity change, negative = inhibition, actives largely listed as inhibitors | 220,000 tested, 1% active | AID 1461; note: potency is the fitted concentration of half-maximal effect; % is set by controls: 0 for no effect and ±100 for the full control effect; nearly all actives have a fitted effect of over 50% in size; many of its hits are not listed in these tables
Target sequence (Q6W5P4 whole entry, looked up): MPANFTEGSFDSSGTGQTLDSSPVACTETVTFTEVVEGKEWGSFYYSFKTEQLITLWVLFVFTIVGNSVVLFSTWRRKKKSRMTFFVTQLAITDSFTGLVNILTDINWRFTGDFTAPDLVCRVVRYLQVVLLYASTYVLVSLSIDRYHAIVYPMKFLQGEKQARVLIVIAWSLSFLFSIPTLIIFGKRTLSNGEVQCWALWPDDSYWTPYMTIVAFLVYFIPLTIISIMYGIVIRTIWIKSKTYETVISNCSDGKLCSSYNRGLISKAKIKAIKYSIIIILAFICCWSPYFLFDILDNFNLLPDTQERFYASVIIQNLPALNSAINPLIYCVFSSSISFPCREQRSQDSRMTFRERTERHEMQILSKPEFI
Tau fluor cs = counter-screen for tau fibril formation inhibitors; 280,000 tested, 0.93% active; tau K18 P301L Alexa594 fluorescence, heparin fibrillization; Potency, µM (series often up to 57.7 µM), for inactives: at the highest dose activity change, negative = decrease; note: potency is the fitted concentration of half-maximal effect; % is set by controls: 0 for no effect and ±100 for the full control effect; nearly all actives have a fitted effect of over 55% in size
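Human tau K18 P301L (15 uM unlabeled, 0.24 uM Alexa 594-labeled) in 100 mM sodium acetate pH 7 with 20 uM heparin, 6 hr at 37 C. ThT 30 uM added, 1 hr ambient; Alexa 594 FP and total fluorescence read at 555/632 nm.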
aGal spleen mod = inhibits or activates alpha-galactosidase in human spleen homogenate | P06280 | human spleen homogenate, 4MU-alpha-Gal fluorescence, 40 min | Potency, µM (titrated, usually from 80 µM), without a hit: at the highest dose activity change, negative = inhibition, hits mostly inhibitors | 240,000 tested, 0.008% active;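 note: potency is the fitted concentration of half-maximal effect; 0% = enzyme with vehicle and -100% = no enzyme basal signal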
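Fluorogenic readout (Ex 365/Em 440 nm) of 4-methylumbelliferone released from 1 mM 4-MU-alpha-galactoside by spleen homogenate, 40 min at 37C, pH 5.0. Data normalized to no-enzyme and enzyme controls; Hill-equation AC50 from compound titrations.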
TexasRed fluor = Texas Red fluorescence interference in TRb-SRC2 counter-screen; 280,000 tested, 0.29% active; Potency, µM (top dose mostly 106 µM), inactives show at the top dose fluorescence change, negative = quenching; TRb/SRC2 Texas Red total fluorescence interference; active = well fitted curve in either direction with a large enough effect; inconclusive = small, poorly fitted or top-dose-only effect; note: potency is the fitted concentration of half-maximal effect; % is set by controls: 0 for no effect and ±100 for the full control effect
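Flags fluorescent or light-absorbing compounds by total fluorescence, S + 2P, at 555 nm excitation and 632 nm emission. Mixture: 20 nM Texas Red SRC2 peptide, 0.6 uM human TRb LBD, 1 uM T3, 5% DMSO; compound exposure 5 h at ambient temperature.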
Starred values were filed as active, the others as inactive; ? = inconclusive; nt = no result given; [ ] = remark or other dose. Unless noted, calls come from the whole dose curve; as a rule, active = well fitted curve in the direction sought with a large enough effect; inconclusive = small, poorly fitted or top-dose-only effect, or another doubt; inactive = no such curve, though single readings can be large; an effect the other way counts as inactive or inconclusive. Some of the compounds tested; count on the stated rates, not on these rows.

No.	Molecule	Epigenetic derep	aGal spleen mod	TexasRed fluor	Tau FP inhib	NPSR antag	Tau fluor cs	TRb SRC2 PPI	CBFb RUNX1 block
1	O=C(NC1CC2CCCC(C1)N2S(=O)(=O)c1ccccc1)C1CCCCC1 (stereo unspecified)	0.0%	1%	-2%	6%	-13%[46.1 µM]	-3%	8%	-10%
2	O=[N+]([O-])c1ccc2[nH]c(O)c(N=NC(=S)Nc3cccnc3)c2c1	-1.1%	4%	-24%	12%	-5%	?	-1%	-16%
3	CS(=O)(=O)N1CCN(C(=O)c2ccccc2F)CC1	0.0%	0%	2%	-2%	-2%[46.1 µM]	-1%	3%	2%
4	Cc1c(Cl)cccc1N1CC(C)(C)C1=O	-4.1%	-3%	-1%	5%	4%	4%	-4%	6%
5	CCOC(=O)N1CCN(CC(O)COC2CC(C)CCC2C(C)C)CC1 (stereo unspecified)	2.1%	1%	-2%	2%	-4%[46.1 µM]	-16%	-1%	-1%
6	O=c1c(O)c(-c2ccccc2)oc2ccccc12	12%	3%	0%	-5%	nt	-12%	-4%	nt
7	CC(NC(=O)c1ccccc1)c1ccc(F)cc1 (stereo unspecified)	-3.2%	2%	-2%	3%	5%	-6%	2%	-11%
8	COC(=O)C1=C(C)NC(=S)NC1c1ccc(-c2ccccc2C(=O)OC)o1 (stereo unspecified)	0.0%	3%	-3%	5%	-13%	4%	-5%	12%
9	N/C(=N\c1nc2ccccc2o1)NC(=O)c1ccccc1F	0.0%	-3%	2%	-10%	-23%[46.1 µM]	-15%	2%	2%
10	Cc1ccc(OCC(=O)NNC(=S)NCc2ccccc2)cc1	-0.1%	0%	-3%	2%	-13%	-20%	-4%	2%
11	O=C(Nc1nnc(-c2ccco2)o1)c1ccc(Cl)cc1	1.3%	-2%	2%	2%	-29%	-4%	2%	-24%
12	CC(=O)Nc1cccc(OCC(O)Cn2c(C)nc3ccccc32)c1 (stereo unspecified)	-1.2%	-4%	3%	3%	9%[46.1 µM]	-7%	5%	1%
13	CCc1cccc(C)c1NC(=O)CCCC(=O)O	0.0%	3%	0%	9%	2%[46.1 µM]	-4%	3%	4%
14	COc1ccc(OC)c(NC(=O)c2nc(SCc3ccc(F)cc3)ncc2Cl)c1	?	nt	1%	3%	nt	-3%	-1%	nt
15	Cc1ccc(/C=C/c2onc(C)c2S(=O)(=O)N2CCC(C(=O)Nc3ccccc3C(F)(F)F)CC2)cc1	-1.7%	nt	-1%	-6%	nt	-2%	-3%	nt
16	COc1ccc(CC(=O)NCCc2csc(-c3ccc(C(F)(F)F)cc3)n2)cc1	0.0%	nt	1%	-14%	nt	-8%	-8%	nt
17	CCN(CC)CCN(C(=O)c1ccc(Br)s1)c1nc2cc3c(cc2s1)OCO3	-3.7%	-9%	-2%	3%	?	-6%	9%	3%
18	CSc1n[nH]c(NC(=O)c2c(-c3c(Cl)cccc3Cl)noc2C)n1	3.2%	-5%	-7%	?	9%	-14%	9%	6%
19	O=C1CCC(C(=O)NCCCn2ccnc2)N1 (stereo unspecified)	-6.9%	-3%	-10%	-1%	14%[46.1 µM]	-2%	-8%	9%
20	CC1CC(C)(C)NCCNC(C)CC(C)(C)NCCN1 (stereo unspecified)	-6.0%	7%	-2%	1%	9%[46.1 µM]	0%	-1%	3%
21	CCOc1ccc(NC(=O)N2CCN(Cc3ccc4c(c3)OCO4)CC2)cc1	-0.2%	-3%	3%	-5%	4%	6%	0%	-1%
22	CCOC(=O)NNc1cc(C(F)(F)F)ccn1	-2.0%	-7%	-2%	-4%	-11%	1%	-5%	-6%
23	CCCCc1[nH]c(=O)c(C#N)c2c1CSC(C)(C)C2	-4.8%	10%	5%	-9%	-2%[46.1 µM]	4%	-28%	21%
24	Cc1ccc2c(c1)C1CN(C)CCC1N2C(=S)Nc1ccc(Cl)cc1Cl (stereo unspecified)	-3.2%	9%	-1%	-6%	-14%	-6%	3%	11%
25	FC(F)(F)c1cc(-c2ccco2)nc(NCc2ccccc2)n1	-1.1%	2%	0%	-4%	-6%[46.1 µM]	-14%	6%	9%
26	Cc1nc(-c2ccccc2O)n(S(=O)(=O)N(C)C)n1	0.0%	3%	-8%	7%	?	7%	5%	9%
27	O=C(O)/C=C/C(=O)N1CCN(c2ccc(F)cc2)CC1	-1.4%	-1%	-1%	-10%	9%	-4%	12%	-4%
28	COc1cc2c(cc1OC)n(Cc1cccc(C(F)(F)F)c1)c(=O)n1nc(-c3ccccc3)nc21	0.9%	nt	?	-8%	nt	-25%	-26%[53 µM]	nt
29	CCOC(=O)c1csc(-c2ccc(OC)c(OC)c2)n1	-0.1%	7%	-2%	-2%	18%	2%	-2%	?
30	O=C(Nc1ccc(S(=O)(=O)NC2=NCCCCC2)cc1)c1ccco1	1.2%	-2%	1%	3%	12%	10%	-1%	10%

Given with two lines to a compound: part of the list above.
Order of results: Epigenetic derep	aGal spleen mod	TexasRed fluor	Tau FP inhib	NPSR antag	Tau fluor cs	TRb SRC2 PPI	CBFb RUNX1 block
25) FC(F)(F)c1cc(-c2ccco2)nc(NCc2ccccc2)n1
  -1.1%	2%	0%	-4%	-6%[46.1 µM]	-14%	6%	9%
13) CCc1cccc(C)c1NC(=O)CCCC(=O)O
  0.0%	3%	0%	9%	2%[46.1 µM]	-4%	3%	4%
12) CC(=O)Nc1cccc(OCC(O)Cn2c(C)nc3ccccc32)c1 (stereo unspecified)
  -1.2%	-4%	3%	3%	9%[46.1 µM]	-7%	5%	1%

Later entries.
No.	Molecule	Epigenetic derep	aGal spleen mod	TexasRed fluor	Tau FP inhib	NPSR antag	Tau fluor cs	TRb SRC2 PPI	CBFb RUNX1 block
31	CCCn1c(SCC(=O)Nc2cccc(C)n2)nnc1-c1ccco1	0.9%	6%	3%	5%	26%[46.1 µM]	0%	0%	2%
32	CCOc1ccc(NC(=O)N(C2CCCC2)C2CCN(C(C)=O)CC2)cc1	-0.1%	1%	-4%	-2%	-4%	-27%	-5%	9%
33	CSc1ncccc1C(=O)OCc1ccccc1F	1.0%	?	-2%	-4%	-5%[46.1 µM]	-13%	-11%	20%
34	COC(=O)c1ccncc1C(=O)Nc1ccc(F)cc1	0.0%	-4%	0%	-2%	3%	-3%	1%	-2%
35	O=C1NC(=S)N/C1=C/c1cccn1-c1ccc([N+](=O)[O-])cc1	1.6%	-1%	-12%	10%	-10%	?	-3%	?
36	CCCN(CCC)CCCNC(=O)c1sc2nc3n(c(=O)c2c1C)CCC3	4.2%	nt	-27%	5%	nt	-13%	1%	nt
37	O=C(COC(=O)c1ccc(Br)cc1)Nc1ccccc1Br	1.1%	-4%	-2%	5%	11%	-4%	0%	8%
38	Oc1ccccc1-c1csc(-c2ccccc2)n1	-0.3%	-5%	2%	-15%	-13%	-20%	0%	20%
39	S=C1NCCc2ccccc2C1c1ccccc1Cl (stereo unspecified)	-2.0%	-4%	-1%	1%	-2%[46.1 µM]	-13%	-11%	-10%
40	O=C(CNc1ccc(Br)cc1)c1ccccc1	-0.3%	-20%	-3%	2%	8%[46.1 µM]	0%	2%	2%
41	COCCCNc1nc2c(-c3cccc(C)c3)nnn2c2ccccc12	6.6%	6%	0%	-2%	-29%	-23%	4%	16%
42	O=C(Cc1ccccc1Cl)NC1(O)C(=O)c2ccccc2C1=O	0.0%	-4%	0%	?	-19%	-29%	-17%	2%
43	Fc1ccc(N2CCN(C(=S)NCC3CCCO3)CC2)cc1 (stereo unspecified)	0.3%	3%	1%	2%	9%	1%	-14%	-4%
44	CC(C)Cn1c(N)c(C(=O)CCl)c(=O)n(C)c1=O	-0.1%	3%	1%	4%	22%	2%	-13%	0%[2.36 µM]
45	O=C1c2cccc3cccc(c23)C(=O)N1CCN1CCN(CC(O)COCc2ccc(Cl)cc2)CC1 (stereo unspecified)	-1.6%	6%	-5%	-5%	8%	-16%	0%	2%
46	Cc1ccsc1/C=N/NC(=O)c1ccc(Cn2cc(Br)cn2)o1	3.8%	4%	-2%	?	-18%	-3%	-4%	8%
47	Cc1cc(C(=O)CN2C(=O)NC(c3ccccc3)(c3ccccc3)C2=O)c(C)n1Cc1ccco1	0.7%	-4%	-2%	1%	?	3%	-3%	-21%
48	CC1CC(C)CN(CC(=O)NC(c2ccccc2)c2ccccc2)C1 (stereo unspecified)	0.0%	0%	-3%	5%	52%	-10%	-6%	8%
49	CCc1ccc(S(=O)(=O)N(C(=O)c2ccncc2)c2ccc(OC(=O)c3ccncc3)cc2)cc1	1.0%	-4%	-1%	?	-1%	-7%	5%	9%

By substructure: the compounds so far with bromine.
No.	Molecule	Epigenetic derep	aGal spleen mod	TexasRed fluor	Tau FP inhib	NPSR antag	Tau fluor cs	TRb SRC2 PPI	CBFb RUNX1 block
17	CCN(CC)CCN(C(=O)c1ccc(Br)s1)c1nc2cc3c(cc2s1)OCO3	-3.7%	-9%	-2%	3%	?	-6%	9%	3%
37	O=C(COC(=O)c1ccc(Br)cc1)Nc1ccccc1Br	1.1%	-4%	-2%	5%	11%	-4%	0%	8%
40	O=C(CNc1ccc(Br)cc1)c1ccccc1	-0.3%	-20%	-3%	2%	8%[46.1 µM]	0%	2%	2%
46	Cc1ccsc1/C=N/NC(=O)c1ccc(Cn2cc(Br)cn2)o1	3.8%	4%	-2%	?	-18%	-3%	-4%	8%
